Source: PubChem BioAssay (Emory University Molecular Libraries Screening Center)
14-3-3 PPI = modulators of 14-3-3 gamma protein binding, primary screen, biochemical, fluorescence polarization. AID 422, 2006. 160,000 tested, 0.19% active. inhibition, % at 40 µM. 14-3-3 protein gamma (Homo sapiens), P61981. FP, 14-3-3gamma / TMR-pS259-Raf peptide binding; in the data active = inhibition above about 30%;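 note: 0% = protein plus tracer without compound and 100% = blank with tracer alone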
Target sequence (P61981 whole entry, looked up): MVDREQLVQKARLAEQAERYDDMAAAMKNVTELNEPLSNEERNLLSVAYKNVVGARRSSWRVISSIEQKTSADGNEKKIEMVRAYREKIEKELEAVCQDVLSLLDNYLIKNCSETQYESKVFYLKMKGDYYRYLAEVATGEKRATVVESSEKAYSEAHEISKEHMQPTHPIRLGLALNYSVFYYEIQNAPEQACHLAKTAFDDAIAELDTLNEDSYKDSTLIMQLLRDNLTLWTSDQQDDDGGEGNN
* marks the source's active call; other numbers are inactive results; & = joins results of further samples. Not all compounds are listed. The share of hits here may be higher or lower than overall.

Molecule | 14-3-3 PPI
O=[N+]([O-])c1cc(Br)c(O)c(C=Nc2ccc3nc(-c4ccc(Cl)cc4)oc3c2)c1 | -16
CC(C)(C)OC(=O)N1CCCC1C(=O)N1CCCC1C(=O)N1CCCC1C(=O)O (centres undefined) | -7
CCOC(=O)c1c(NC(=O)c2ccc(OCC)c([N+](=O)[O-])c2)sc2c1CCCC2 | -2
COCCn1c(CNc2ccc(F)cc2)nnc1SCC(=O)Nc1ccc(OC)cc1OC | -8
O=C(CCCn1c(=O)[nH]c2ccsc2c1=O)Nc1ccc(F)cc1 | -3
CC(C)OCCCNC(=O)CSc1cc(=O)n(C)c2ccccc12 | -1
CCc1ccc(CNC(=O)c2ccc3c(c2)NC(=O)C(N2CCOCC2)S3)cc1 (centres undefined) | -10
O=C1c2ccccc2C(Nc2cccnc2)N1Cc1ccc2c(c1)OCO2 (centres undefined) | 2
O=C(NCc1ccc2c(c1)OCO2)C1CC(=O)N(C2CCCC2)C1 (centres undefined) | -5&-7
O=C(c1ccco1)N1CCN(c2ncnc3scc(-c4cccs4)c23)CC1 | 2
COc1ccc(Cl)cc1C(=O)Nc1c2c(nn1-c1cccc(C)c1C)CSC2 | -1
CC1CCCCN1CCCNC(=O)C1CC(=O)N(C2CCCC2)C1 (centres undefined) | -2
O=C(CCn1c(=S)[nH]c2ccccc2c1=O)NCCc1ccccc1 | 6
CSc1ccc(C2C(C(=O)OC3CCCCC3)=C(C)Nc3ncnn32)cc1 (centres undefined) | 4
Cc1ccc(N2C(=O)c3ccccc3NC2c2sccc2C)cc1 (centres undefined) | 2
CCOc1ccc(-c2csc(-c3cc4cc([N+](=O)[O-])ccc4oc3=O)n2)cc1 | -57
O=C(O)c1ccc2c(=O)[nH]c3c(C(=O)N4CCCC4)sc(=S)n3c2c1 | -2
CCN(CC)S(=O)(=O)c1ccc(C(=O)N=c2sc3cc(C)ccc3n2C)cc1 | -3
COc1ccccc1-c1nnc2sc(C3CCCCC3)nn12 | 2
CCOc1ccc(NC(=O)C(NC(=O)C2CCC(C)CC2)C(C)C)cc1 (centres undefined) | -72
CCOC(=O)N1CCC(NC(=O)c2cnn3c(C(F)(F)F)cc(-c4cccc(OC)c4)nc23)CC1 | -3
COc1ccc2cc3cc(C(=O)NCCN(C)C)oc3nc2c1 | -2
Cc1ccc2oc(-c3cccc(NC(=O)COc4ccc(C(C)C)cc4)c3)nc2c1 | -13
COc1cccc(NC(=O)C2c3ccccc3C(=O)N(C)C2c2cccs2)c1 (centres undefined) | 0
CC(NC(=O)c1ccco1)C(c1cccs1)N1CCN(c2ccccc2)CC1 (centres undefined) | 5
Clc1ccc(-c2noc(CN3CCN(c4ccccc4)CC3)n2)cc1 | -6
CC(C)N1C(=O)CN(C2CCCCCC2)C(=O)C1c1ccc(Cl)cc1 (centres undefined) | 4
CC(=O)Nc1ccc(S(=O)(=O)N(C)c2ccccc2)cc1 | -5&2
CCN(CC)CCn1c(NCc2ccc(OC)cc2)nc2ccccc21 | -4
CN(C)c1ccc(CN(C(=O)c2cc3ccccc3oc2=O)C2CCS(=O)(=O)C2)cc1 (centres undefined) | -2
COc1ccc(-c2ccc(=O)n(CC(=O)Nc3cc(OC)ccc3OC)n2)cc1 | 0
CCn1cc(C(=O)O)c(=O)c2cc(F)c(N3CCN(S(=O)(=O)c4ccc(NC(C)=O)cc4)CC3)cc21 | 4
O=C(NCCN1CCOCC1)c1cc(-c2ccc(F)cc2)on1 | 1&-9
Cc1cc(C)c(NC(=O)C(C)Sc2nnnn2C)c(C)c1 (centres undefined) | -5
CCOC(=O)C1=C(N)OC2=C(C(=O)CC(C)(C)C2)C1C1CCCCC1 (centres undefined) | -3&-4
CCOC(=O)C1C(=O)C=C(c2ccc(OC)cc2)CC1c1cccc([N+](=O)[O-])c1 (centres undefined) | -15
Cc1cc(C)cc(CC2C(=O)N(c3ccc(I)cc3)C(=O)C2C)c1 (centres undefined) | -3
O=S(=O)(c1ccccc1)n1cnc2ccccc21 | -6
Cc1ccc(-n2c(=O)c3ccccc3c3ccccc3c2=O)cc1F | -11
COCCCn1c2nc3ccccc3nc2c2c(=O)n(Cc3ccc(Cl)cc3)c(C)nc21 | 3
O=C(NCc1ccc2c(c1)OCO2)c1cc(=O)[nH]c2ccc(S(=O)(=O)N3CCCCC3)cc12 | 2
Cc1ccc2cc(C#N)c(N3CCCN(C(=O)C4CCCO4)CC3)nc2c1 (centres undefined) | -12
CCOc1ccc(N2C(=O)CC(N3CCN(c4ccccn4)CC3)C2=O)cc1 (centres undefined) | -13
O=S(=O)(c1ccc2nc(-c3ccccc3)[nH]c2c1)N1CCN(c2ccc(F)cc2)CC1 | 1
Cn1c(=O)n(C)c(=O)n(CC(=O)N2CCCCC2)c1=O | 0
COCCn1c(SCC(=O)N2CCCC2)nnc1C(C)C | -3
CN(CCC#N)C(=O)CN1C(=O)COc2ccc(C(C)(C)C)cc21 | 2
O=C1NC(=O)C(c2ccccc2[N+](=O)[O-])=C1Nc1ccc(O)c(Cl)c1 | -6
COc1ccccc1NS(=O)(=O)c1cc(-c2n[nH]c(=O)c3ccccc23)ccc1C | -5
CCCCCCNC(=O)C(=O)Nc1cccc(Cl)c1 | 3
CC1CCCCN1CCNC(=O)C1CCCN(S(=O)(=O)c2cccc3nsnc23)C1 (centres undefined) | -23
CCc1ccc(S(=O)(=O)N2CCSC2c2ccccc2OC)cc1 (centres undefined) | -9
CCOc1ccccc1N1CCN(S(=O)(=O)CC)CC1 | -4
CCc1ccc(C2Nc3ccccc3NC3=C2C(=O)CC(c2ccc(OC)cc2)C3)s1 (centres undefined) | -6
Cc1ccc2c(c1Br)C(=Nc1ccc(Oc3ccccc3)cc1)C(=O)N2 | -23
Cc1c(NC(=O)CSc2nnc3sc4ccccc4n23)c(=O)n(-c2ccccc2)n1C | -4

Additional structures:
Molecule | 14-3-3 PPI
Cc1ccc(-c2cc(C(=O)Nc3ccccc3Br)c3ccccc3n2)cc1 | -6
O=C(CSc1nccn1-c1ccc(Cl)cc1)NC1CCCCC1 | -2
CCCn1c(=O)c2ccccc2n2c(SCC(=O)c3ccccc3)nnc12 | -14
O=C(NCCNC(=O)c1cccs1)c1ccco1 | -10
COc1cc(C2Nc3ccc4ncccc4c3C3=C2C(=O)CCC3)ccc1O (centres undefined) | -3&6
c1cc(CN2CCN(C3CCCC3)CC2)ccn1 | 2
CS(=O)(=O)N1CCC(C(=O)NCCc2ccc(Cl)cc2)CC1 | -10
COc1ccc2[nH]cc(C(=O)c3ccc(C)c(C)c3)c(=O)c2c1 | -4

Six of the entries above in order of their number in 14-3-3 PPI, high to low.
| SMILES | 14-3-3 PPI |
| --- | --- |
| c1cc(CN2CCN(C3CCCC3)CC2)ccn1 | 2 |
| O=C(CSc1nccn1-c1ccc(Cl)cc1)NC1CCCCC1 | -2 |
| COc1ccc2[nH]cc(C(=O)c3ccc(C)c(C)c3)c(=O)c2c1 | -4 |
| Cc1ccc(-c2cc(C(=O)Nc3ccccc3Br)c3ccccc3n2)cc1 | -6 |
| O=C(NCCNC(=O)c1cccs1)c1ccco1 | -10 |
| CCCn1c(=O)c2ccccc2n2c(SCC(=O)c3ccccc3)nnc12 | -14 |

Next structures:
Molecule | 14-3-3 PPI
O=C1CC(c2ccccc2)CC(O)=C1C=NCCCO (centres undefined) | -5
CCOCCCNC(=O)CN1C(=O)COc2ccccc21 | -5
NC(=O)c1c(NC(=O)CCCS(=O)(=O)c2nc(-c3cccs3)cc(C(F)(F)F)n2)sc2c1CCCC2 | -17
c1ccc(-c2nnc3sc(-c4csc5c4CCCC5)nn23)cc1 | -13
O=S(=O)(c1ccc(N2CCOCC2)cc1)N1CCOCC1 | -5
COc1cccc2cc(C(=O)N3CCN(C45CC6CC(CC(C6)C4)C5)CC3)c(=O)oc12 | -5
CCc1ccc(C2=CC(c3cccc(F)c3)n3ncnc3N2)cc1 (centres undefined) | 4
CCc1nn(CC(=O)O)c(=O)c2ccccc12 | -4
C=CCNC(=O)c1ccc(Sc2ccc(C)cc2)c(NC(C)=O)c1 | -4
OC1CCN(c2ncnc3c2nnn3Cc2c(F)cccc2Cl)CC1 | -3
COc1ccc2oc(=Nc3sc4c(c3C(N)=O)CCCC4)c(C(N)=O)cc2c1 | -113
CC(C)c1ccc(NC(=O)C2(S(=O)(=O)c3ccc(Cl)cc3)CC2)cc1 | -2
Cc1ccc(NC(=O)CN(Cc2ccc(Br)cc2)S(=O)(=O)c2ccccc2)c(C)c1 | 3
Cc1cc(C)c(N2C(=O)CN(Cc3ccccc3)C2=S)c(C)c1 | -2
Cc1ccc2oc3c(c(=O)c2c1)C(c1cccc(Br)c1)N(Cc1ccco1)C3=O (centres undefined) | -3
Nc1nc(-c2cccs2)c(NC(=O)c2ccccc2)s1 | 1
O=C(Oc1ccc(-c2nc(-c3ccccn3)no2)cc1)c1ccccc1 | -2
CCc1ccc(NC(=O)c2cccc(C(=O)Nc3ccc(CC)cc3)c2)cc1 | 4
CC(C)(C)c1ccc(OCCNc2cc(N3CCOCC3)ccc2[N+](=O)[O-])cc1 | 5
Oc1ccc(C2CC(c3ccccc3O)=NN2)cc1 (centres undefined) | -49
CC(=O)N1CCCc2cc(S(=O)(=O)NC(C(=O)NC(C)c3ccccc3)C(C)C)ccc21 (centres undefined) | 4
CC1=NN(C(=O)c2ccccc2Br)C(O)(c2ccc(Cl)cc2)C1 (centres undefined) | -3
CCC(C)N1C(=O)C2C(C(=O)Nc3cccc(OC)c3)C3C=CC2(O3)C1C(=O)NC1CCCCC1C (centres undefined) | -1
CC(C)NC(=O)CN1C(=O)c2cccc3cccc1c23 | -9
CCc1cc2c(=O)c(-c3nc(C)cs3)coc2cc1OC(C)C(=O)NCCO (centres undefined) | 1
O=C(NCCCN1CCN(c2ccccc2)CC1)Nc1ccccc1C(F)(F)F | -4
CCCOc1ccc(C(=O)Nc2cccc(-c3nc4ccccc4[nH]3)c2C)cc1 | 5
COc1cc2c(cc1OC)C(C(=O)Nc1ccccn1)C(c1cccs1)N(C)C2=O (centres undefined) | -1
Cc1cc2ccccc2n1CCNS(=O)(=O)c1ccc(F)cc1 | -1
O=C(CCC(=O)N1CCNCC1)Nc1nc(-c2cc3ccccc3oc2=O)cs1 | -25
Cc1cc([N+](=O)[O-])ccc1-c1ccc(C(=O)Nc2ccc(-c3nc4ccccc4[nH]3)cc2)o1 | -3
COc1ccc(-c2nc(C#N)c(NCC3CCCO3)o2)cc1 (centres undefined) | 3
COc1ccc(CN2C(=O)C(O)(CC(=O)c3c(C)n[nH]c3C)c3ccccc32)cc1OC (centres undefined) | -8
COc1ccc(COC(=O)C2=C(C)NC3=C(C(=O)CC(c4cccs4)C3)C2c2ccc(C)o2)cc1 (centres undefined) | -16
COC(=O)COC(=O)c1ccc(Oc2nc(OC)nc(N(C)C)n2)cc1 | -2
CCn1c(=NC(=O)c2ccc(S(=O)(=O)N(C)c3ccccc3)cc2)sc2cc(OC)ccc21 | -9
CCOC(=O)CSc1nc2c(c(=O)n1CC)C1(CCCCC1)Cc1ccccc1-2 | 4
O=C(NCc1ccc(F)cc1)C1CCCN(S(=O)(=O)c2cccc3nsnc23)C1 (centres undefined) | -5
CC1CCCN(C(=O)CSCC(=O)Nc2nc(-c3cccs3)cs2)C1 (centres undefined) | 3
COC(=O)C1=C(C(=O)OC)SC(=C2C(=S)C(C)(C)N(C(=O)CN3C(=O)c4ccccc4C3=O)c3ccccc32)S1 | 4
O=C(Nc1nc(-c2ccc3c(c2)OCO3)cs1)C1COc2ccccc2O1 (centres undefined) | 3
O=C(COC(=O)c1cnccn1)c1ccccc1 | 7
COc1ccc(S(=O)(=O)N[C@@H](CC(C)C)C(=O)O)cc1 | 8
O=C(Cn1c(=O)oc2ccccc21)N1CCN(c2ccccc2)CC1 | -7
O=C(COC(=O)c1ccccc1)NCc1ccco1 | -8
Cc1onc(-c2ccccc2Cl)c1C(=O)N1CC(C)OC(C)C1 (centres undefined) | 1&-11
Cc1cccc(OCC(=O)Nc2ccc3nc(N4CCCCC4)cc(C)c3c2)c1 | -17
Cc1cc(C)c(C#N)c(Nc2ccc(Br)cc2)n1 | 0

Molecules listed so far that have a COOH group:
Molecule | 14-3-3 PPI
CC(C)(C)OC(=O)N1CCCC1C(=O)N1CCCC1C(=O)N1CCCC1C(=O)O (centres undefined) | -7
O=C(O)c1ccc2c(=O)[nH]c3c(C(=O)N4CCCC4)sc(=S)n3c2c1 | -2
CCn1cc(C(=O)O)c(=O)c2cc(F)c(N3CCN(S(=O)(=O)c4ccc(NC(C)=O)cc4)CC3)cc21 | 4
CCc1nn(CC(=O)O)c(=O)c2ccccc12 | -4
COc1ccc(S(=O)(=O)N[C@@H](CC(C)C)C(=O)O)cc1 | 8

Continued:
Molecule | 14-3-3 PPI
O=C(NCCc1ccccc1)C1CCCN(C(=O)NC2CCCCC2)C1 (centres undefined) | -6
Cc1cccc(NC(=O)Cn2c(=O)oc3ccccc32)c1 | -1
COCCCn1c2nc3ccccc3nc2c2c(=O)n(Cc3ccccc3Cl)cnc21 | 1
COc1ccccc1OCC(=O)N1CCNC1=O | -5
CCCn1c(SCC(=O)/C(C#N)=C(\C)N)n[nH]c1=O | -16
CCOc1cc(/C=C(/C#N)c2ccc(F)cc2)ccc1OCc1ccc(C(=O)O)o1 | -2
COc1ccc(N2C(=O)CCC(C(=O)O)C2c2ccc(OC)c(OC)c2)cc1 (centres undefined) | -3
CSCCC(NC(=O)c1cncc(Br)c1)C(=O)O (centres undefined) | -1
CCOC(=O)C1CCCN(C(=O)c2cc(-c3ccccc3)on2)C1 (centres undefined) | 4
CCOC(=O)N1CCC(NC(=O)c2ccc(CS(=O)(=O)c3ccc(OC)cc3)o2)CC1 | -8
CCc1[nH]c(=O)c(C#N)c2c1CSC(C)(C)C2 | -2
